# Plk1 PBD FP = blocks phosphopeptide binding to human Plk1 polo box domain; P53350; Plk1 PBD phosphopeptide binding, fluorescence polarization; inhibition, %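 (tested at about 20 µM)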; 97,000 tested, 0.13% active; in the data active means inhibition above about 34%, passing the limit was not always enough
# ERa coact inh = ER-alpha (human) coactivator binding inhibition. 86,000 tested, 1.7% active. inhibition, % at 25.6 µM. AID 629. P03372. TR-FRET ER-alpha LBD / SRC-1 peptide, estradiol-bound; in the data active means inhibition above about 50%;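 further: 0% = receptor plus peptide control and 100% = peptide only without receptor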
# ERa coact pot = enhances coactivator binding to human estrogen receptor alpha | 86,000 tested, 1.3% active | TR-FRET ERalpha-LBD/SRC-Cy5 coactivator binding, 2 h; 100 = basal binding, no effect | P03372 | coactivator binding (% of control), % at 25.6 µM; in the data active means activity above about 200%;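 further: binding measured in presence of low estradiol as agonist stimulus; 0% = peptide alone without receptor and 100% = receptor with peptide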
# ERb coact inh = ER-beta (human) coactivator binding inhibition; Q92731; TR-FRET ER-beta LBD / SRC1-Cy5 peptide binding; receptor agonist-loaded with 1 µM estradiol; inhibition, % at 25.6 µM; 86,000 tested, 1.3% active;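 active means compounds whose percent inhibition of the receptor-coactivator binding signal exceeds about 50% in the single-dose screen, limit read from the data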;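 further: 0% = receptor plus peptide wells without compound and 100% = peptide-only wells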
# Target sequence (Q92731 whole entry, looked up, the tested form may be a part): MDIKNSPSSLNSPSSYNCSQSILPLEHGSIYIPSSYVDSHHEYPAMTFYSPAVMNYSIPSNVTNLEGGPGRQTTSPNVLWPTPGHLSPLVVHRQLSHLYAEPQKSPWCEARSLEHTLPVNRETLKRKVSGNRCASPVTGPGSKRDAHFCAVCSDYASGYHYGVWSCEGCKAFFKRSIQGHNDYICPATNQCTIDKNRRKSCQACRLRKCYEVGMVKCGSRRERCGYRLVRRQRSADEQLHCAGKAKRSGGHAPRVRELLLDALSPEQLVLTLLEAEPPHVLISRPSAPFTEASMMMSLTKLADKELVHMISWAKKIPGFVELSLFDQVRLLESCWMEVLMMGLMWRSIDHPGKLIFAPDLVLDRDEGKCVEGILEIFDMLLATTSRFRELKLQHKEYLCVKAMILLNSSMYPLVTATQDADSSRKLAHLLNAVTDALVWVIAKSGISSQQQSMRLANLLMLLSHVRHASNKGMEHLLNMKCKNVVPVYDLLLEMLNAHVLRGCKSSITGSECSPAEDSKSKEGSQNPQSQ
# Mac1 fbg inh = blocks human CD11b/CD18 adhesion to fibrinogen. K562 CD11b/CD18 adhesion to fibrinogen, ATPlite luminescence; Mn2+ added to activate the integrin. 93,000 tested, 0.54% active. inhibition, % at 10 µM. P05107+P11215;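 active means primary inhibition of 50% or more at 10 µM, then 40% or more on retest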; further: some results filed as inactive read as strong as hits
# PLK1 inh = blocks human PLK1 kinase activity | recombinant PLK1 kinase, TR-FRET peptide phosphorylation | P53350 | AID 619 | inhibition, % at 10 µM | 97,000 tested, 0.53% active;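 active means inhibition of 50% or more in the single-concentration screen; inactive means inhibition below 50%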;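 further: 0% = DMSO max control and 100% = H-89 dihydrochloride min control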
# CD11b adhes enh = enhancers of human CD11b/CD18 binding to fibrinogen; AID 1499; K562 CD11b/CD18 adhesion to fibrinogen, ATPlite luminescence; 93,000 tested, 0.07% active; activation, % at 10 µM; P05107+P11215;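 active means 10 µM primary screen giving 50% or more activity, confirmed by 40% or more on retest at that dose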; further: strong numbers were not always called active
# FAK inh = FAK (human) kinase inhibition | Q05397 | biochemical FAK kinase activity assay | inhibition, %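 (tested at 7 µM)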 | 97,000 tested, 0.84% active | AID 727; in the data active means inhibition above about 19%;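 further: 0% = DMSO and 100% = reference compound high control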
# Rev-RRE block = inhibitors of HIV-1 Rev-RRE RNA interaction; P05866; Rev peptide-RRE RNA binding, FRET; inhibition, % at 8 µM; 97,000 tested, 0.79% active; AID 704;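 active means inhibition above the screen-wide mean plus 3 SD, cut at about 35% in these data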;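 further: 0% = median DMSO wells and 100% = median Neomycin B control wells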
# Target sequence (P05866 whole entry, looked up): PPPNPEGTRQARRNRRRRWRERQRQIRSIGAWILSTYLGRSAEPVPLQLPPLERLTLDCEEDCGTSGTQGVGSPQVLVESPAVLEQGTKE
#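 assay system = Cy5-tagged RRE RNA duplex with fluorescein-tagged Rev peptide | incubation = 5 + 15 min at 25 °C | also added = labelled Rev peptide | measure = % inhibition of FRET ratio versus controls | benchmarks = DMSO wells as 0% and neomycin B wells as 100% inhibition | measured by = FRET fluorescence readout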
# Active calls of the source: *; / = no result given; [ ] = another dose, or the depositor's remark.
# The line under a structure holds: Plk1 PBD FP, ERa coact inh, ERa coact pot, ERb coact inh, Mac1 fbg inh, PLK1 inh, CD11b adhes enh, FAK inh, Rev-RRE block
O=C(Cn1c(=O)c2c(ncn2Cc2ccccc2)n(Cc2ccccc2)c1=O)N1CCc2ccccc21
  10.0, 2.3, 97.8[fluorescence artefact?], -9.3, -3.5, -11.3, 9.4, 0.5, 8.2
CC1=CC(C)(C)NC(=S)N1c1cccc(C)c1
  -4.5, -3.4, 100.8, -3.8, /, -4.0, /, -3.5, 5.2
C/C(=N\NC(N)=S)C12CC3CC(CC(C3)C1)C2
  -10.7, -4.8, 102.8, 10.8, -4.3, -8.8, -0.2, 0.1, 5.7
CCC(C)N(C(=O)c1csnn1)C(C(=O)NC(C)(C)C)c1ccccc1 (stereo not drawn)
  -22.0, -5.9, 87.0, -6.5, 6.3, -16.6, 0.3, 0.6, 2.5
COC(=O)c1ccnc(/C=N/O)c1
  15.5, -0.4, 114.8, 3.9, /, -9.2, /, -5.1, 2.0
CCCS(=O)(=O)c1c(S(=O)(=O)CCC)c2c(N)cccn2c1C(=O)c1ccccc1
  5.6, -18.5[fluorescence artefact?], 116.2, 3.6, -28.8, -3.3, -2.5, 0.2, 9.8
Cc1nnc(NC(=O)CCC(=O)NCc2ccco2)s1
  -0.8, -10.2[fluorescence artefact?], 108.6[fluorescence artefact?], -9.4, -17.8, -8.2, -0.4, -1.3, 6.3
Cc1ccc(NS(=O)(=O)c2ccc(OCC(=O)NCc3ccco3)cc2)cc1
  15.7, -12.0, 97.3, -7.0, -20.1, -6.2, -1.4, -1.3, 8.8
COc1ccccc1N1CCN(C(=O)Cn2nnc(-c3ccncc3)n2)CC1
  -2.4, -3.4, 102.6, -3.8, 1.4, 6.7, 2.5, -0.3, 7.2
CCN(Cc1ccncc1)C(=O)c1cccs1
  20.0, -1.7, 113.0, -10.0, -12.9, -1.0, -1.5, -3.7, 0.6
COc1ccc(N2CCN(C(=O)c3ccc(C)c(Cl)c3)CC2)cc1
  11.2, -6.5, 125.2, -3.5[fluorescence artefact?], -2.1, -8.0, -2.4, 1.3, 5.8
CCS(=O)(=O)c1nc2ccccc2n1CC(=O)N1CCCCC1
  -2.7, 10.9, 106.4, -5.4, /, -8.8, /, -1.0, 2.4
CC(C)(C)OC(=O)N1CCC[C@H]1c1nnc(SC/C=C/c2ccccc2)o1
  -25.2, 4.2[fluorescence artefact?], 103.0, 0.1[fluorescence artefact?], 6.4, -2.5, 1.0, -4.7, -0.4
CCOc1ccc2nc(NC(=O)CSc3ccc(Cl)cc3)sc2c1
  1.0, -4.7, 95.7, -9.8, 12.0, -12.2, 1.1, -0.5, 4.7
Cc1nc2ccccc2n1CC(O)COCC1CC=CCC1 (stereo not drawn)
  15.2, -3.1, 116.7, -4.2, 31.6, 10.4, -5.5, -0.2, 9.2
CCOC(=O)C1CCN(Cc2ccc(F)c(F)c2)CC1
  38.6, 10.0, 94.5, -1.9, -14.1, -4.9, -2.3, -1.4, 4.6
COc1ccc(Cc2nnc(NC(=O)c3c(-c4ccccc4)noc3C)s2)cc1
  6.4, 4.1, 116.7, 3.0, -1.6, -2.0, -3.2, -9.6, 12.3
CCCCn1nnc(NC(=O)CCC)n1
  -16.0, 5.9[fluorescence artefact?], 84.1, 9.1, -1.1, -2.2, -2.3, -0.4, 4.9
CCCOc1ccc2oc(=O)c3c(c2c1)CCCN3C(=O)CN1CCN(c2ncccn2)CC1
  4.3, -6.5, 109.8, -7.9, 2.1, -10.5, -0.6, -1.7, 0.8
Cc1cc2n(n1)C(c1c[nH]c3ccccc13)Nc1ccccc1-2 (stereo not drawn)
  -24.5, -23.9, 121.1, 12.8, 2.0, 24.9, -4.6, 1.3, 5.1
O=c1[nH]c2ccc(Cl)cc2c(-c2ccccc2)c1N1CCOCC1
  /, 18.1[fluorescence artefact?], 357.2*[fluorescence artefact?], 22.9[fluorescence artefact?], 10.5, /, -3.5, /, /
NC(=S)Cc1nc2n(n1)Cc1ccccc1-2
  19.1, /, /, /, 4.5, -17.3, -2.3, -1.4, 2.2
Cc1ccccc1NC(=O)Cc1nc(CSc2nnc(-c3ccc4c(c3)OCO4)o2)cs1
  -1.0, -4.9, 125.3, -2.2, 2.8, -15.1, 23.5, -2.8, 3.4
CCn1c(Cc2ccccc2)nnc1SCC(=O)Nc1ccccc1N1CCOCC1
  8.7, -9.9, 122.2, -3.0, /, -15.8, /, -1.4, 4.9
CCOC(=O)c1sc(NC(=O)CSc2nc(-c3ccco3)cc(C(F)(F)F)n2)c(C(=O)OC)c1C
  -27.7, /, /, /, /, -14.6, /, -2.9, 9.6
O=C(Nc1ccc(N2CCCCC2)c(C(=O)O)c1)c1ccco1
  -5.4, 21.9, 108.5, 19.1[fluorescence artefact?], -10.6, -5.9, 2.6, -2.3, 5.0
COc1ccc(S(=O)(=O)NCCSCc2ccco2)cc1OC
  20.3, 29.4, 88.6, 39.8, 6.9, -9.2, 2.0, -2.3, 0.6
CC(=O)Nc1c(C)ccc2nsnc12
  -17.6, /, /, /, -5.9, -10.6, -4.7, -3.6, 1.7
CCc1nnc(NC(=O)c2ccc(S(=O)(=O)N(CC)Cc3ccccc3)cc2)o1
  -18.3, -2.9, 109.6[fluorescence artefact?], -2.0, -10.7, -8.3, 1.4, -1.0, 4.2
COc1ccc(C(NC(=O)c2cccnc2)c2cc(Cl)c3cccnc3c2O)cc1OC (stereo not drawn)
  -15.3, /, /, /, /, -11.0, /, -4.9, -4.2
Cc1onc(-c2ccccc2Cl)c1C(=O)NCCN1CCOCC1
  11.6, -6.8, 151.4, -10.7, -5.1, 0.5, -1.7, -2.0, 10.2
N#Cc1c(N)nc2c3c(sc(=N)c2c1N)NC(=O)CC3c1ccccc1 (stereo not drawn)
  -12.3, /, /, /, -44.0, -22.7, 13.0, -79.1, 48.8*
C=CCCC(=O)Nc1nc(C)c(-c2csc(Nc3ccccc3OC)n2)s1
  -42.4, /, /, /, 5.5, -0.5, 4.6, 3.5, 2.7
Cc1ccc(C(=O)Oc2ccc(-c3nccc(-c4ccccn4)n3)cc2)cc1
  -22.3, /, /, /, -1.3, -27.4, 1.9, -1.7, 7.0
CCN(CC)CCNC(=O)c1nn(-c2ccc(C)cc2)c(=O)c2c1c1ccccc1n2C
  /, -13.8, 115.2, 17.5, -6.5, /, -2.8, /, /
Cc1ccccc1CN1C(=O)CSc2ccc(C(=O)N3CCOCC3)cc21
  /, -3.9, 121.8, 0.6, -11.8, /, 1.3, /, /
CCOC(=O)c1cnc(SCC(=O)N2CCN(c3ccccc3)CC2)nc1N
  -11.7, -11.3, 108.7, -8.9, 0.5, -6.1, 0.0, -2.5, 2.7
CC1CC(=O)Nc2ccccc2N1S(=O)(=O)c1ccccc1 (stereo not drawn)
  -9.8, /, /, /, 4.0, -8.1, -3.3, -2.3, 4.1
Cc1nc(-c2ccccc2O)n(S(=O)(=O)N(C)C)n1
  -25.2, -7.8, 104.4, -8.1, -38.4, -15.0, 2.5, 0.2, 3.8
COc1ccc(NC2=NCC(=O)N2c2ccccc2)c(OC)c1
  0.5, -5.1, 100.5, -3.0, -1.8, -9.0, -1.8, 6.1, 8.5
O=C(O)c1ccccc1COc1ccccc1Cl
  -9.4, 1.2, 109.3, 3.9, -15.8, -10.8, 3.4, 1.9, 7.8
COc1ccc(Cc2nnc(SCC(=O)c3ccccc3)o2)cc1
  -33.1, 1.2, 119.7, -1.2, 1.1, -4.1, 3.7, 2.9, 7.4
CC(C)OC(=O)C1C(=O)CC(C)(O)C(C(=O)OC(C)C)C1c1ccc(F)cc1 (stereo not drawn)
  2.0, 4.6, 81.8, -9.8, -9.3, -14.6, -3.2, -1.0, 5.7
CCOC(=O)CSc1nc(N)c(C(=O)Nc2ccc(N(C)C)cc2)s1
  -25.5, 2.6, 94.1, -15.7, -5.9, -7.7, 0.2, 2.7, -1.4
O=C(NCc1cccnc1)C1c2ccccc2C(=O)N1Cc1ccccc1 (stereo not drawn)
  -16.1, -5.9, 108.7, -2.1, -20.3, -15.1, -2.1, 0.7, 3.6
CC1CCN(CCCCOc2ccccc2[N+](=O)[O-])CC1
  14.4, /, /, /, /, -18.7, /, 0.3, -1.8
Cc1sc(-c2ccccn2)nc1OC(=O)c1ccc(Cl)c(Cl)c1
  -8.2, /, /, /, -11.6, -1.4, -0.9, -1.2, 8.5
COc1ccc2cc(C)c(SCC(=O)Nc3cc(C)on3)nc2c1
  -6.7, -10.9[fluorescence artefact?], 114.4[fluorescence artefact?], 10.5[fluorescence artefact?], -7.2, -16.2, -3.0, -16.2, 3.3
CCOC(=O)c1ccc(NC(=O)CSc2nnc(Cn3c(=O)sc4ccccc43)n2C)cc1
  /, 22.1, 55.6[fluorescence artefact?], 9.9, -4.7, /, 3.1, /, /
Cc1ccc(OCC(=O)Nc2ccc(F)cc2)cc1C
  -15.0, -4.4, 96.3, -1.1, /, 0.4, /, -0.3, -1.3

# An excerpt from above in order of their number in Mac1 fbg inh, highest first:
# The line under a structure holds: Plk1 PBD FP, ERa coact inh, ERa coact pot, ERb coact inh, Mac1 fbg inh, PLK1 inh, CD11b adhes enh, FAK inh, Rev-RRE block
COc1ccc(Cc2nnc(SCC(=O)c3ccccc3)o2)cc1
  -33.1, 1.2, 119.7, -1.2, 1.1, -4.1, 3.7, 2.9, 7.4
CCOC(=O)c1ccc(NC(=O)CSc2nnc(Cn3c(=O)sc4ccccc43)n2C)cc1
  /, 22.1, 55.6[fluorescence artefact?], 9.9, -4.7, /, 3.1, /, /
CCOC(=O)CSc1nc(N)c(C(=O)Nc2ccc(N(C)C)cc2)s1
  -25.5, 2.6, 94.1, -15.7, -5.9, -7.7, 0.2, 2.7, -1.4

# More results follow.
# The line under a structure holds: Plk1 PBD FP, ERa coact inh, ERa coact pot, ERb coact inh, Mac1 fbg inh, PLK1 inh, CD11b adhes enh, FAK inh, Rev-RRE block
CC(=O)Nc1ccc(N2CCN(C(=O)c3cccs3)CC2)cc1
  /, -7.2, 106.3, -0.9[fluorescence artefact?], -8.9, /, -3.4, /, /
COc1cccc(CNC(=O)c2cc3c(C)nc4ccccc4c3o2)c1
  -15.9, -12.8, 126.6, -3.7, 33.1, -9.1, 5.2, 6.0, 7.2
CCCn1c(Cc2ccccc2)n[nH]c1=S
  0.6, 12.9[fluorescence artefact?], 63.3, 4.2, -7.7, -0.5, 2.2, 1.1, -5.7
COC(=O)CCCNC(=O)OCc1ccc([N+](=O)[O-])cc1
  30.1, /, /, /, -21.2, -3.5, -0.9, 0.2, 1.0
O=C(Cc1ccccc1)NCC(=O)N1CCCCCC1
  10.9, -9.3, 110.7, -0.5, -49.9, -33.5, 0.2, 0.7, 8.8
O=C(CSc1nc2ccccc2c(=O)n1-c1ccc(F)cc1)NCc1ccco1
  30.9, /, /, /, 12.7, -8.3, -0.7, -0.3, -6.3
Cc1ccc(-n2c(CNc3ccc(F)cc3)nnc2SCC(N)=O)cc1
  -8.9, -6.7, 98.1, -6.6, -8.5, -15.9, -1.2, -2.3, -1.1
Cc1noc(NS(=O)(=O)c2ccc(NC(=O)CSc3nnc(-c4ccccc4)n3C3CCCCC3)cc2)c1C
  -39.1, 9.3[fluorescence artefact?], 105.7, 4.7[fluorescence artefact?], -11.7, -42.4, 2.4, -5.4, 2.9
CCOC(=O)N1CCN(CC(O)COc2ccccc2C(C)C)CC1 (stereo not drawn)
  -15.9, -10.4, 102.9, 3.8, /, -7.6, /, -3.6, -0.6
O=C(Nc1ccccc1)N1CCC(c2nc(-c3ccc(S(=O)(=O)N4CCOCC4)cc3)no2)CC1
  -9.2, -4.3, 110.4, -5.8, 5.7, -13.6, -2.8, 0.2, 5.4

# Bioassay records: PubChem, several laboratories
